IMPase inh = qHTS Assay for Identifying the Cell-Membrane Permeable IMPase Inhibitors; Inositol monophosphatase 1 (Rattus norvegicus), P97697; CHO-M1 cells, IP1 accumulation, HTRF TR-FRET ratio; inhibition (IP1 accumulation), % at 46.1 µM; 120,000 tested, under 10 active; active = well fitted curve in the direction sought with a large enough effect in the signal ratio, not every such curve was filed as active; inconclusive = small, poorly fitted or top-dose-only effect, or a change in a side signal; inactive = no such curve, though single readings can be large or run the other way; the % refers to the signal ratio;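 note: cells stimulated with carbachol in lithium chloride buffer; plate controls were DMSO basal wells for no effect and reference inhibitor wells for full effect; higher means more IMPase inhibition seen as more IP1 and lower FRET ratio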
Target sequence (P97697 whole entry, looked up): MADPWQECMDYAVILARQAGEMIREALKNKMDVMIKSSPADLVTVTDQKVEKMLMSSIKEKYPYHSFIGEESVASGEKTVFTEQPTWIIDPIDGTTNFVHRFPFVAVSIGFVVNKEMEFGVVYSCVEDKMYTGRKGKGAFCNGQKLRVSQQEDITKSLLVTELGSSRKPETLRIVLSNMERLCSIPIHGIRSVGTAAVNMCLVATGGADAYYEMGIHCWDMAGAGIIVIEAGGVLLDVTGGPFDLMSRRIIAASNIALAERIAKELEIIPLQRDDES
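Carbachol-driven Gq signalling in CHO-M1 cells (2000/well) generates IP1. Compounds that block IMPase raise IP1 and so reduce the FRET signal from Eu-anti-IP1 and d2-IP1 after a 10 min room-temperature lysis.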
ALOX15B inhib = qHTS Assay for Inhibitors of 15-hLO-2 (15-human lipoxygenase 2). Polyunsaturated fatty acid lipoxygenase ALOX15B (Homo sapiens), O15296. purified 15hLO-2, xylenol orange hydroperoxide absorbance. Potency, µM (highest dose often 57.1 µM), for the others: at the top dose activity change, negative = inhibition, most hits filed as inhibitors. 110,000 compounds, 0.56% hits; note: potency is the fitted concentration of half-maximal effect; nearly all actives have a fitted effect of over 60% in size; many of its hits are not listed in these tables
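Purified human 15hLO-2 (50 nM final) preincubated with compounds 15 min at room temperature in 25 mM Hepes pH 7.5, 0.01% Triton X-100, then 45 uM arachidonic acid added for 90 min; hydroperoxide detected via ferrous/xylenol orange, 573/405 nm absorbance ratio.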
12-hLO inh = qHTS Assay for Inhibitors of 12-hLO (12-human lipoxygenase). Polyunsaturated fatty acid lipoxygenase ALOX12 (Homo sapiens), P18054. purified 12-hLO, xylenol orange hydroperoxide absorbance. Potency, µM (titrated, usually from 57.1 µM), inactives show at the top dose activity change, negative = inhibition, usual class: inhibitors. 150,000 compounds, 0.12% hits. AID 1452, 2008; note: potency is the fitted concentration of half-maximal effect; nearly all actives have a fitted effect of over 55% in size; many of its hits are not listed in these tables
Target sequence (P18054 whole entry, looked up): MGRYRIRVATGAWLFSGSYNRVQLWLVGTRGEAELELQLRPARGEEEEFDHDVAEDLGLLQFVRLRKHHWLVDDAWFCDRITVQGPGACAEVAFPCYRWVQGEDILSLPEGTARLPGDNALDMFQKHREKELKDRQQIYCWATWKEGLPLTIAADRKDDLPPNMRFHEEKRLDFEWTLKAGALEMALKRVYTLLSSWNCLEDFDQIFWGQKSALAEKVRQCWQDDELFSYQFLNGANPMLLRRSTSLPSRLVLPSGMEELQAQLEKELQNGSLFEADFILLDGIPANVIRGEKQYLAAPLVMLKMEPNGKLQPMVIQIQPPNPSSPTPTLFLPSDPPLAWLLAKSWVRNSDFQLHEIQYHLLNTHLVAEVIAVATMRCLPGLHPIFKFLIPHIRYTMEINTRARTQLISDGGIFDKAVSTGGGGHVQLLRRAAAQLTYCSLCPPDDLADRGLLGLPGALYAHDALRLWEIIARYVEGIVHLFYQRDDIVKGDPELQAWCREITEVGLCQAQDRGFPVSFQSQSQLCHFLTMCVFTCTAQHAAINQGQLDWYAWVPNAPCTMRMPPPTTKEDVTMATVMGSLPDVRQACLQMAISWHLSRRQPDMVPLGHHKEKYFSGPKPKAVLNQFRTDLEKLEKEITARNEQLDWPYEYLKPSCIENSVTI
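Purified human 12hLO (150 nM final) was preincubated with compounds for 15 min at room temperature in 25 mM Hepes pH 7.0, 0.01% Triton X-100, then reacted with 40 uM arachidonic acid for 30 min. Hydroperoxide was detected with ferrous iron/xylenol orange.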
PNC assembly inh = High Content Assay for Compounds that inhibit the Assembly of the Perinucleolar Compartment; PC3M PTB-GFP, PNC prevalence imaging, 16 h; active compounds read low; activity change (PNC), negative = inhibition, % at 10 µM; 140,000 compounds, 3.1% hits;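 active = readout at or below -70, meaning at least 70% loss of cells showing the perinucleolar compartment, a nuclear body marking cancer cells; inconclusive = readout between -30 and a set limit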;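 note: plate controls were DMSO wells for no effect and camptothecin positive control wells for full effect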
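PC3M cells stably expressing PTB-GFP, 750–1000 cells/well, treated 16 h at 37 °C with compound (23 nl of library stock), in duplicate. After paraformaldehyde fixation and Hoechst stain, imaged at 20x; PNC prevalence scored by image analysis.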
Active calls of the source: *; ? = inconclusive; . = not tested or not shown; & = joins results of further samples; [ ] = another dose, or the depositor's remark. Unless noted, calls come from the whole dose curve; as a rule, active = well fitted curve in the direction sought with a large enough effect; inconclusive = small, poorly fitted or top-dose-only effect, or another doubt; inactive = no such curve, though single readings can be large; an effect the other way counts as inactive or inconclusive. Unless noted, % is set by controls: 0 for no effect and ±100 for the full control effect. Not all compounds are listed; the hit share may differ from the screen's.

Start of the listing, in advance:
Value order: IMPase inh	ALOX15B inhib	12-hLO inh	PNC assembly inh
(1) CCCc1nc2cc(CC(=O)OC)ccc2o1
→ -1	-4%	6%	81
(2) O=C(NC(=S)N1CCOCC1)C12CC3CCC(CC(C3)C1)C2
→ 3	.	-5%	-4
(3) COc1ccc(OC)c(C2C(C#N)=C(N)Oc3c2c(C)nn3-c2cccc(Cl)c2)c1 (stereo not drawn)
→ -4	-19%	-19%	-16
(4) C#CCOCCOCCOCCNc1nc(N2CCN(C(=O)Cn3cc(CC(C)O)nn3)CC2)nc(N2CCN(C(=O)Cn3cc(CC(C)O)nn3)CC2)n1 (stereo not drawn)
→ .	.	4%	57
(5) O=C(COc1ccc(S(=O)(=O)N2CCCCC2)cc1)NCc1ccncc1
→ 12	1%	1%	-22
(6) O=C(CN1C(=O)C2(OCCO2)c2ccccc21)c1ccc(Cl)cc1
→ 1	.	-6%	45
(7) Cc1nn(Cc2ccc(Cl)cc2)c(C)c1NC(=O)CSc1n[nH]c(C)c1[N+](=O)[O-]
→ 2	.	-2%	47
(8) O=C1OCCC1S(=O)(=O)c1ccc2ccccc2c1 (stereo not drawn)
→ 4	-5%	-1%	-18
(9) O=C(Nc1ccccc1)/C(=C/c1ccc([N+](=O)[O-])cc1)NC(=O)c1ccccc1
→ 6	.	3%	?
(10) O=C(NCC1CCCO1)c1cc(-c2ccccc2)on1 (stereo not drawn)
→ 7	4%	-2%	?
(11) COc1cccc(N=Nc2c(N)[nH][nH]c2=O)c1
→ .	.	-5%	-18
(12) CNc1ccc(/C=C(\CCC(=O)O)c2nc3ccccc3s2)cc1[N+](=O)[O-]
→ .	.	-2%	2
(13) O=C(NC1CCCC1)C1CC1c1ccccc1 (stereo not drawn)
→ -3	11%	-3%	-28
(14) CCc1ccccc1NC(=O)CSc1nnc([C@@H](N)Cc2ccccc2)o1
→ 11	-7%	1%	20
(15) OC(COc1ccc(Cl)cc1)CN1C2=NCCCN2c2ccccc21 (stereo not drawn)
→ 8	20%	-5%	?
(16) CCCCn1c(NS(=O)(=O)c2ccc(C)cc2)c(S(=O)(=O)c2ccccc2)c2nc3ccccc3nc21
→ ?	.	-1%	9
(17) COc1ccc(C(O)C(CN2CCOCC2)c2ccccc2)cc1 (stereo not drawn)
→ 3	8%	0%	-25

The whole of this part, repeating the preview:
Value order: IMPase inh	ALOX15B inhib	12-hLO inh	PNC assembly inh
(1) CCCc1nc2cc(CC(=O)OC)ccc2o1
→ -1	-4%	6%	81
(2) O=C(NC(=S)N1CCOCC1)C12CC3CCC(CC(C3)C1)C2
→ 3	.	-5%	-4
(3) COc1ccc(OC)c(C2C(C#N)=C(N)Oc3c2c(C)nn3-c2cccc(Cl)c2)c1 (stereo not drawn)
→ -4	-19%	-19%	-16
(4) C#CCOCCOCCOCCNc1nc(N2CCN(C(=O)Cn3cc(CC(C)O)nn3)CC2)nc(N2CCN(C(=O)Cn3cc(CC(C)O)nn3)CC2)n1 (stereo not drawn)
→ .	.	4%	57
(5) O=C(COc1ccc(S(=O)(=O)N2CCCCC2)cc1)NCc1ccncc1
→ 12	1%	1%	-22
(6) O=C(CN1C(=O)C2(OCCO2)c2ccccc21)c1ccc(Cl)cc1
→ 1	.	-6%	45
(7) Cc1nn(Cc2ccc(Cl)cc2)c(C)c1NC(=O)CSc1n[nH]c(C)c1[N+](=O)[O-]
→ 2	.	-2%	47
(8) O=C1OCCC1S(=O)(=O)c1ccc2ccccc2c1 (stereo not drawn)
→ 4	-5%	-1%	-18
(9) O=C(Nc1ccccc1)/C(=C/c1ccc([N+](=O)[O-])cc1)NC(=O)c1ccccc1
→ 6	.	3%	?
(10) O=C(NCC1CCCO1)c1cc(-c2ccccc2)on1 (stereo not drawn)
→ 7	4%	-2%	?
(11) COc1cccc(N=Nc2c(N)[nH][nH]c2=O)c1
→ .	.	-5%	-18
(12) CNc1ccc(/C=C(\CCC(=O)O)c2nc3ccccc3s2)cc1[N+](=O)[O-]
→ .	.	-2%	2
(13) O=C(NC1CCCC1)C1CC1c1ccccc1 (stereo not drawn)
→ -3	11%	-3%	-28
(14) CCc1ccccc1NC(=O)CSc1nnc([C@@H](N)Cc2ccccc2)o1
→ 11	-7%	1%	20
(15) OC(COc1ccc(Cl)cc1)CN1C2=NCCCN2c2ccccc21 (stereo not drawn)
→ 8	20%	-5%	?
(16) CCCCn1c(NS(=O)(=O)c2ccc(C)cc2)c(S(=O)(=O)c2ccccc2)c2nc3ccccc3nc21
→ ?	.	-1%	9
(17) COc1ccc(C(O)C(CN2CCOCC2)c2ccccc2)cc1 (stereo not drawn)
→ 3	8%	0%	-25
(18) COc1cccc(C2SCC(=O)N2c2ccc(Br)cc2)c1OC (stereo not drawn)
→ .	.	9%	-4
(19) O=C(NNC(=O)c1ccccc1Br)c1ccc(Cl)c(Cl)c1
→ 4	-4%	3%	22
(20) CCOC(=O)C1=C(C)NC(C)=C(C(=O)OC)[C@H]1c1cccc(Cl)c1Cl
→ 3	-5%	-5%	.
(21) O=C(Cc1coc(-c2ccc(F)cc2)n1)N1CCOCC1
→ ?	14%	2%	-5
(22) Cc1csc(NC(=O)CSc2nc(C)cs2)n1
→ 4	-1%	7%	61
(23) O=C1Nc2ccccc2C(O)(C(=O)NCc2ccco2)N1c1ccccc1 (stereo not drawn)
→ 5	-10%	-3%	-5
(24) CC(=O)C1C(c2cccc([N+](=O)[O-])c2)C2C(C)=NN=C2CC1(C)O (stereo not drawn)
→ .	.	2%	-12
(25) Cc1ccc(NC(=O)C(C)N2C(=O)C3C4CC(C(Br)C4Br)C3C2=O)cc1 (stereo not drawn)
→ -13	-2%	?	24
(26) CCCSc1nc(N2CCOCC2)c2c(c1C#N)CCCC2
→ 15	-1%	-8%	25
(27) O=c1cc(-c2ccc(F)cc2F)[nH]c2ccccc12
→ .	16%[0.0915 µM]	-1%[0.00818 µM]	15
(28) Cc1ccc(S(=O)(=O)NC(=O)NN2CC3CCCC3C2)cc1 (stereo not drawn)
→ .	0%&5%	-4%&-3%	.
(29) COc1ccccc1NC(=O)NS(=O)(=O)c1ccc(C)cc1
→ 9	-9%	-4%	-110*
(30) O=C(CC(NC(=O)c1ccccc1Cl)c1ccccc1)NCCc1ccc(Cl)cc1 (stereo not drawn)
→ -1	.	2%	-108*
(31) CCOc1ccc(C(=O)N2CCN(Cc3ccccc3)CC2)cc1
→ 1	3%	-4%	18
(32) CCOC(=O)C1CCCN(C(=O)c2cc3c(=O)n(C)c4ccccc4c3n2C)C1 (stereo not drawn)
→ 8	1%	-6%	42
(33) CCOC(=O)CN(C(=O)CNC(=O)c1cccs1)C(C(=O)NC1CCCC1)c1cccnc1 (stereo not drawn)
→ -4	-1%	-3%	32
(34) Cc1ccc2c(c1)C(=O)N(CCCCO)C2=O
→ .	.	6%	30
(35) COc1ccc(-c2csc3nc(-c4cccnc4)nc(Cl)c23)cc1OC
→ .	.	1%	?
(36) COc1ccc(NC(=O)C(CCSC)N2C(=O)c3ccccc3C2=O)cc1 (stereo not drawn)
→ -1	-8%	-3%	7
(37) COC(=O)c1sccc1N/N=C/c1cccc(OC)c1O
→ .	.	3%	-116*
(38) O=C(/C=C/c1ccc(Cl)c(Cl)c1)N1CCc2ccccc21
→ -6	.	0%	?
(39) O=C1CCC(=O)N1c1cccc(OS(=O)(=O)c2ccccc2)c1
→ .	.	2%	?
(40) O=C(Cn1nnc2ccccc21)NCc1ccccc1
→ 7	0%	-2%	?
(41) CC1(C)CC(=O)c2c(nn(-c3ccccc3)c2-c2ccncc2)C1
→ 7	.	-3%	-25
(42) Cc1cccc(N2CCCC2=Nc2ccc(Br)cc2C#N)c1
→ 9	-1%	-5%	?
(43) CCOC(=O)c1nn(-c2ccc(C)cc2)cc1O
→ -3	10%	-11%	?
(44) Cc1cccc(OCCNC(=O)c2cccc(Oc3ccc(C(F)(F)F)cc3[N+](=O)[O-])c2)c1
→ .	.	4%	12
(45) COC(=O)c1ccc(OC(=O)c2ccc(OC)c(OC)c2)c(OC)c1
→ 6	0%	-3%	0
(46) O=C(COC(=O)/C=C/c1nc2ccccc2s1)Nc1cccc(Cl)c1Cl
→ .	.	-1%	19
(47) c1ccc2oc(CCc3nc4ccccc4o3)nc2c1
→ -2	-3%	-2%	-27
(48) O=C(Nc1ccc2c(c1)OCO2)C1CCN(C(=O)CSc2ncnc3ccccc23)CC1
→ -1	-3%	-18%	3
(49) COC(=O)[C@@H]1C[C@@]2(O)[C@H](O)[C@H](O)[C@H](O)C[C@H]2N1Cc1ccc(-c2ccccc2)cc1
→ .	37%[activator]	5%	.
(50) CC(=O)c1c(C)[nH]c(C(=O)Nc2cc(C)ccc2C)c1C
→ 1	-4%	3%	?
(51) Cc1ccc(NC(=O)C(CC(C)C)NC(N)=O)cc1Cl (stereo not drawn)
→ 7	.	-1%	-8
(52) Cc1ccccc1-c1cc2c(nn1)-c1ccccc1C2=O
→ 8	-15%	-21%	19
(53) CC(=O)NCCOC(=O)Nc1ccncc1
→ -2	10%	0%	-24
(54) Cc1cccc(NC(=S)N2CCC(c3nc4ccccc4o3)CC2)c1C
→ 5	?	-27%	-22
(55) COC(=O)Cn1cnc2c(C#N)c3n(c2c1=O)CCCCC3
→ 4	0%	4%	11
(56) CCn1c(COc2ccccc2)nnc1SCC(=O)NC1CCCCC1
→ -1	6%	-5%	?
(57) Cc1ccc(C)c(S(=O)(=O)N/N=C2/CCCc3ccccc32)c1
→ 3	-1%	4%	0
(58) COc1cc(-c2nc(Cc3ccccc3Cl)no2)cc(OC)c1OC
→ -4	16%	-4%	-20
(59) Cc1ccc(S(=O)(=O)N2CCCOC2CNC(=O)C(=O)NCc2ccncc2)cc1 (stereo not drawn)
→ .	.	-2%	?
(60) COCCSc1ccccc1C(=O)Nc1nnc(COC)s1
→ -6	-24%	-1%	-28

The results go on.
Value order: IMPase inh	ALOX15B inhib	12-hLO inh	PNC assembly inh
(61) C=CCn1c(SCC(=O)NC(=O)NCCC)nnc1C1CCCCC1
→ 0	.	3%	3
(62) Cc1sc(NC(=O)c2ccco2)c(C(=O)c2ccc(Cl)cc2)c1C
→ .	.	3%	44
(63) Fc1ccccc1OCCCN1CCOCC1
→ -5	-11%	-7%	33
(64) Cc1cccc(CNc2cc(-c3ccoc3)ncn2)c1
→ .	6%	-21%	.
(65) c1ccc(CCCNc2ncccn2)cc1
→ -12	.	11%	-18
(66) O=C(Nc1ccc(F)cc1)C1CC(=O)n2c(nc3ccccc32)N1 (stereo not drawn)
→ 1	.	-5%	-12
(67) C=CC(=O)NC(NC(=O)C=C)c1ccc(Br)cc1
→ -1	-11%	-4%	3
(68) O=C(N(Cc1ccccc1)c1ccccn1)C12CC3CC(CC(C3)C1)C2
→ 0	-3%	-5%	11
(69) Cc1ccc(S(=O)(=O)NNC(=O)NC23CC4CC(CC(C4)C2)C3)cc1
→ .	.	-1%	13
(70) Cc1c(NC(=O)C(C)c2ccc(CC(C)C)cc2)c(=O)n(-c2ccccc2)n1C (stereo not drawn)
→ -5	-12%	-2%	-22
(71) O=C(NCCCN1CCCC1)c1ccc(CS(=O)(=O)c2ccc(Br)cc2)o1
→ 11	18%	-2%	-10
(72) CCC1(C)Cc2ccccc2C(Nc2c(C)n(C)n(-c3ccccc3)c2=O)=N1 (stereo not drawn)
→ -3	5%	-3%	14
(73) O=C(Nc1ccc(S(=O)(=O)N2CCN(Cc3ccccc3)CC2)cc1)c1cnccn1
→ 1	-6%	1%	10
